High-throughput results from PubChem.
TRHR agonist: qHTS for Small Molecule Agonists and Allosteric Enhancers of Human TRH Receptor: Primary Screen for Agonists; Thyrotropin-releasing hormone receptor (Homo sapiens), P34981; TRHR cells, calcium flux fluo-8, FDSS agonist mode; activation, % at 2 µM; hit rate 0.18% among 360,000; further: 0% is about no effect
Target sequence (P34981 whole entry, looked up): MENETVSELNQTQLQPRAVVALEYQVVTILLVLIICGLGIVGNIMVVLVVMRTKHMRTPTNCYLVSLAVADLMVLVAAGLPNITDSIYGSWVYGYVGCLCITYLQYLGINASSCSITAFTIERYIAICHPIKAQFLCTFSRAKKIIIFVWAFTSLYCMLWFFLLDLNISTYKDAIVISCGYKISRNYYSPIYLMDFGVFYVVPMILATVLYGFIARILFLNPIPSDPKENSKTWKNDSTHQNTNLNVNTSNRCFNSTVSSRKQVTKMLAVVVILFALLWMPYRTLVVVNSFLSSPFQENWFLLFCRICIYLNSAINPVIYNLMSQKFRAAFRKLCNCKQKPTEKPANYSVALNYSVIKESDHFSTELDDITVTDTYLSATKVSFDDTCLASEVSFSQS
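Fluo-8-loaded TRHR cells; 10 s baseline, compound added, kinetic Ca2+ fluorescence read 1/s, agonist mode.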
D1 antagonist: Antagonist of Human D 1 Dopamine Receptor: qHTS. HEK293 TREx D1 cells, calcium flux, dopamine EC80; active compounds read low. activity change, negative = inhibition, % at 10 µM. hit rate 3.2% among 360,000. AID 504652, 2011; in the data active means activity change below about -30%; further: on the % scale 0 is the no-effect control and ±100 the full control effect
Target sequence (P21728 whole entry, looked up): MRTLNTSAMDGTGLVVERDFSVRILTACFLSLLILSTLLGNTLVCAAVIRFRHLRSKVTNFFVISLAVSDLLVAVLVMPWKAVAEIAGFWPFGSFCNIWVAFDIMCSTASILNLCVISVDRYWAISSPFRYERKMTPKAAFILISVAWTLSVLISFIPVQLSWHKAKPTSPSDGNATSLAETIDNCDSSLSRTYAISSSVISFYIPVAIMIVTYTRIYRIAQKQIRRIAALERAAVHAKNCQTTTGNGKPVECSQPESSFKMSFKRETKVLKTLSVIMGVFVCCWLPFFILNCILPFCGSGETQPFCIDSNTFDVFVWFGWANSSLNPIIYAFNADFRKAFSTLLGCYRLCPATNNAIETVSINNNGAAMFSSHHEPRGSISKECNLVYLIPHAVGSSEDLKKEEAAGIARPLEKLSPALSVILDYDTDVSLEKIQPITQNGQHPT
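Using tetracycline-induced force-coupled D1 Hek293 cells and a calcium dye, signals were followed for 180 s after compound, then for 180 s after EC80 dopamine, to detect inhibitors.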
D2 PAM: HTS Assay for Positive Allosteric Modulators of the Human D2 Dopamine Receptor: Primary Screen for Potentiators; hit rate 0.34% among 340,000; D(2) dopamine receptor (Homo sapiens), P14416; HEK293 T-REx D2, calcium flux, EC20 dopamine potentiation; potentiation, % at 10 µM;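 active means potentiation over 3 SD above the plate norm, cut at about 30% in these data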; further: 0% is about no effect
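Cells plated with tetracycline inducer and held overnight at 30 C; calcium dye loaded 30–90 min at room temperature; baseline taken, compound added and read 180 s; EC20 dopamine then added and read 180 s.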
RXFP1 antagonist: qHTS Assay for Antagonists of the Relaxin Receptor RXFP1 | HEK293-RXFP1, relaxin-stimulated cAMP HTRF, 30 min; active compounds read low | hit rate 0.59% among 350,000 | AID 1259400, 2018 | Relaxin receptor 1 (Homo sapiens), Q9HBX9 | activity change, negative = inhibition, % at 57.5 µM;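 active means activity change of -60% or lower, but not beyond a set lower limit; inconclusive means change between -60% and -40%, or beyond the set limit; inactive means change above -40%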; further: on the % scale 0 is the no-effect control and ±100 the full control effect
D1 PAM: Potentiators of Human D1 Dopamine Receptor: qHTS | D(1A) dopamine receptor (Homo sapiens), P21728 | HEK293 TREx D1 cells, calcium flux, dopamine EC20 potentiation | potentiation, % at 10 µM | hit rate 0.036% among 360,000 | AID 504651, 2011; in the data active means potentiation above about 30%; further: 0% is about no effect
D2 agonist: HTS Assay for Allosteric Agonists of the Human D2 Dopamine Receptor: Primary Screen for Agonists; D(2) dopamine receptor (Homo sapiens), P14416; hit rate 0.53% among 340,000; AID 485358, 2010; HEK293 T-REx D2 cells, calcium flux agonist mode; activation, % at 2 µM;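 active means activation over 3 SD above normal in the single-dose calcium agonist read, cut at about 30% in these data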; further: 0% is about no effect
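Agonism scored from kinetic calcium signal (1 read/sec, 180 s) following compound pin transfer, after a 10 s baseline. Cells: HEK293 Trex line expressing inducible D2 receptor coupled to calcium, dye-loaded after overnight culture at 30 C.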
D2 antagonist: HTS Assay for Allosteric Antagonists of the Human D2 Dopamine Receptor: Primary Screen for Antagonists; D(2) dopamine receptor (Homo sapiens), P14416; HEK293 TREx D2 cells, calcium flux, dopamine EC80; inhibition, % at 10 µM; hit rate 2% among 340,000; AID 485344, 2010; in the data active means inhibition above about 30%; further: 0% is about no effect
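Calcium mobilization kinetics were recorded at 1 s intervals in tetracycline-induced HEK293 T-REx D2 cells, first for 180 s after compound addition and then 180 s after EC80 dopamine.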
TRHR enhancer: qHTS for Small Molecule Agonists and Allosteric Enhancers of Human TRH Receptor: Primary Screen for Enhancers. enhancement, % at 2 µM. TRHR cells, fluo-8 calcium fluorescence, EC20 TRH enhancement. AID 493056, 2011. hit rate 0.66% among 360,000. Thyrotropin-releasing hormone receptor (Homo sapiens), P34981; in the data active means enhancement above about 30%; further: 0% is about no effect
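Enhancer read-out: after compound pinning and an initial kinetic agonist-mode read, an EC20 of TRH (10 nM final) was injected and fluo-8 calcium signal (Ex 480/Em 530) followed at 1 s/cycle for 100 cycles in TRHR-expressing cells.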
D1 agonist: Allosteric Agonists of the Human D1 Dopamine Receptor: qHTS; D(1A) dopamine receptor (Homo sapiens), P21728; HEK293 T-REx D1 cells, calcium flux, agonist mode; activation, % at 2 µM; hit rate 1% among 360,000; AID 504660, 2011; further: 0% is about no effect
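Inducible HEK293 T-REx D1 cells, force-coupled to calcium signalling, were plated at 4000 cells/well with tetracycline and held overnight at 30 C. After no-wash calcium dye loading, compound-evoked calcium rise over 180 s flagged agonists.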
* = called active by the depositor; ? = inconclusive; / = not tested or not shown. Unless noted, no stated cut-off is given here; in the data, active means activation above about 30%; inactive means the rest.

Screens in order: TRHR agonist, D1 antagonist, D2 PAM, RXFP1 antagonist, D1 PAM, D2 agonist, D2 antagonist, TRHR enhancer, D1 agonist
CN(CCN1CCOCC1)Cc1nc(-c2cccs2)no1
→ 0.4, 4, 12, 2, -4, 0.6, 16, -1, 0
CCOC(=O)c1c(NC(C)=O)sc2c(O)c(Br)ccc12
→ -0.4, 5, -6, -4, -1, -1.0, -9, -3, 0
COc1ccccc1N1CCN(C(=O)c2cc(S(=O)(=O)N3CCC(C)CC3)cn2C)CC1
→ -1.3, 7, -7, /, 2, 0.3, /, 2, -1
CCC1Oc2ccccc2N(CC(=O)NC2CC2)C1=O (stereo not drawn)
→ -1.5, -7, 8, 8, -7, -0.2, 4, -1, 0
O=S(=O)(c1ccccc1)N1CCN(c2ncnc3sc(-c4ccccc4)cc23)CC1
→ -0.9, -7, 15, 14, -4, -0.7, 6, 9, 2
Cc1ccc(C)c(NC(=O)CSc2nc(C)cc(C)c2C#N)c1
→ -0.9, 9, 3, 9, 0, 0.7, -16, -1, -2
O=[N+]([O-])C(=C1SCCS1)C(=C(Cl)Cl)N1CCCCC1
→ -0.1, 0, /, -15, -1, -0.2, 10, -9, 1
Cc1cccc(-n2cccc2)c1C#N
→ 0.8, -11, 4, -4, -1, 0.7, 13, 5, 4
CC1=C(C)CC(C(=O)c2ccccc2)C(C(=O)O)C1 (stereo not drawn)
→ 1.8, -6, 3, 5, -1, 0.4, -16, 7, 4
C[C@@]12CCC3[C@@](CCC4[C@@]3(C)CCC[C@@]4(C)C(=O)Nc3ccc(Cl)cc3)(CC1=O)C2 (stereo partly drawn)
→ 0.7, /, -11, /, -2, 0.5, -3, -12, -1
O=C(CSc1nn(-c2ccccc2)c(=S)s1)NC1CCS(=O)(=O)C1 (stereo not drawn)
→ -0.1, -2, -21, 0, -2, -0.2, -9, -1, 0
Cc1ccc(C)c(OCc2cc(C(=O)N(C)Cc3nccs3)no2)c1
→ -0.1, -24, -5, 2, -9, -0.8, -2, -2, 5
O=C(COc1ccc(F)cc1)N1CCC(c2ccccc2)C1 (stereo not drawn)
→ -0.3, -4, 0, -4, -4, -0.6, -2, -4, 1
COc1ccc(C)cc1NS(=O)(=O)c1cccc2nonc12
→ -0.5, 1, 2, -6, 5, -0.2, 1, -6, 0
COc1ccc(-c2[nH]ncc2/C=C(\C#N)C(=O)NC2CC2)cc1
→ -0.5, 12, -3, -1, 2, 1.9, -13, 3, 0
CC(C)OC(=O)c1cccc(C(=O)Oc2ccc(Br)cc2)n1
→ -0.2, -12, /, -16, 0, /, /, -2, 2
Cn1c(=O)[nH]c(=O)c2c1nc(N1CCCCC1)n2C/C=N/Nc1ccc(C(=O)O)cc1
→ -0.7, -11, -3, 14, 5, 0.2, 6, 5, 2
O=C(NCCc1ccc(F)cc1)c1ccc(NS(=O)(=O)c2ccc3[nH]c(=O)[nH]c3c2)cc1
→ 0.3, 8, -2, 3, -8, 0.0, 4, -1, 3
Cc1cc(OCC(O)CN2CCOCC2)cc(C)c1Cl (stereo not drawn)
→ 0.3, -3, -1, 5, -3, 0.6, 1, 3, 1
Fc1cccc(Cl)c1/C=C/c1cnc2ccccc2n1
→ 0.4, -2, 5, -9, -1, -1.4, -12, -6, 3

Compound profiles (already shown). Screens in order: TRHR agonist | D1 antagonist | D2 PAM | RXFP1 antagonist | D1 PAM | D2 agonist | D2 antagonist | TRHR enhancer | D1 agonist
CCC1Oc2ccccc2N(CC(=O)NC2CC2)C1=O (stereo not drawn) is listed with -1.5 | -7 | 8 | 8 | -7 | -0.2 | 4 | -1 | 0
CC1=C(C)CC(C(=O)c2ccccc2)C(C(=O)O)C1 (stereo not drawn) is listed with 1.8 | -6 | 3 | 5 | -1 | 0.4 | -16 | 7 | 4

(continued)
Screens in order: TRHR agonist, D1 antagonist, D2 PAM, RXFP1 antagonist, D1 PAM, D2 agonist, D2 antagonist, TRHR enhancer, D1 agonist
CCc1nc(NC(C)(C)C)c2cnn(-c3ccccc3)c2n1
→ 0.8, 32, -5, -26, 6, 1.0, 10, -5, 32*
CCn1c(NC(C)=O)nc2ccccc21
→ -0.1, 16, 1, 7, 2, 0.9, -6, 2, 1
C/C(=N\N1CCN(c2ccccc2)CC1)c1ccccc1O
→ 0.2, 5, -3, -7, -6, -0.1, -5, 5, 5
COc1ccc(/C=C/C(=O)NCc2cn(C)nc2C)cc1COc1ccc(Cl)cc1Br
→ -0.1, 3, /, -6, -11, /, /, 7, 3
O=C(NNS(=O)(=O)c1ccc(F)cc1)c1cnn(-c2ccccc2)c1C(F)(F)F
→ 0.9, 1, 9, -1, -2, -0.4, -8, 6, 10
COc1ccc(C)cc1N(C(=O)COc1ccccc1)c1nc2ccccc2s1
→ 1.0, -8, 3, /, -7, 0.8, -8, -4, 3
S=C(NCc1ccc2[nH]c3c(c2c1)CCCC3)Nc1ccccc1
→ 0.2, -28, 2, -14, 2, -1.7, -11, -5, 1
CCOC(=O)Cn1c(=O)cc(C)c2cccc(C)c21
→ -1.9, 20, -2, -19, -11, -1.9, -2, 17, 4
Cc1cc(C)n2nc(SC(C)C(=O)N3CCCC3)nc2n1 (stereo not drawn)
→ 0.6, 7, 1, -1, 0, 0.1, -14, 2, 5
COc1ccc(C(=O)CSc2nnc(CNc3nc(-c4ccccc4)cs3)n2C)cc1
→ -0.6, -11, -4, 8, -3, 1.1, 26, -1, 4
CC1CCc2c(sc(NC(=O)Cn3nnc(-c4ccc(C(F)(F)F)cc4)n3)c2C#N)C1 (stereo not drawn)
→ -4.0, -4, 5, -1, -1, /, /, -2, 1
CN(Cc1ccccc1)C(=O)CN1C(=O)c2ccccc2S1(=O)=O
→ 0.3, -20, -7, -5, -3, -0.4, 7, -4, 2
COc1cc(CC(=O)Nc2nc(-c3ccccc3)c(C(C)=O)s2)cc(OC)c1OC
→ 1.1, -2, -1, -18, 3, 0.2, -26, 9, 4
COCCC(=O)N1CCCC(CNS(=O)(=O)c2ccc(OC)cc2)C1 (stereo not drawn)
→ 0.7, -4, 5, 4, -5, -0.9, -11, 8, 3
CSc1cccc(NC(=O)CCCOc2ccccc2)c1
→ -0.3, -10, -18, -10, -10, -0.3, 20, -2, 1
COc1ccc(C(=O)NC(C)c2ccc(-n3ccnc3)cc2)c(OC)c1OC (stereo not drawn)
→ 1.6, -4, 4, -7, 2, 0.9, -5, -10, 6
Cc1nnsc1NC(=O)OCCCl
→ 0.8, -7, -7, -5, -1, -1.7, 3, 17, 1
Cc1ccc2[nH]c3c(=O)n(N)c(=O)[nH]c3c2c1
→ 1.2, 5, -3, -20, 0, -0.5, 4, -7, 8
COc1ccc(-c2noc(N3CCC(C(=O)N4CCN(c5cccc(OC)c5)CC4)CC3)n2)cc1
→ 0.2, 4, -4, -7, -3, 0.4, /, 5, 6
COc1ccc(-c2nc3ccccc3s2)cc1NC(=O)COc1cccc(C)c1
→ 3.1, 5, -12, 5, -3, 0.4, /, -9, 6
O=C(O)[C@@H]1CCCN1C(=O)CCc1c[nH]c2ccccc12
→ 0.4, 15, 14, -3, 4, 0.1, -2, -4, 1
C/C=C/C(=O)Nc1cccc(C2=NOC3(C2)C[C@@H](C(N)=O)N(C(=O)c2cc([N+](=O)[O-])cc([N+](=O)[O-])c2C)C3)c1 (stereo partly drawn)
→ -0.4, -5, 9, /, -3, 0.4, 18, -3, 2
O=C(O)c1cc(Cl)nc2ccccc12
→ 1.1, 3, -24, 2, -5, 1.3, 25, 2, 4
CSc1ncccc1C(=O)OCC(=O)NC(=O)NCCC(C)C
→ -0.5, -10, 13, 3, 1, 5.1, 5, 6, 3
O=C(c1ccc(NS(=O)(=O)c2cccs2)cc1)N1CCCCC1
→ -0.3, 9, -1, 2, 2, -1.2, 14, 3, 5
CCOC(=O)c1cc(C)n(-c2ccc(Cl)cc2)c1C
→ -0.3, 0, -4, ?, -3, -0.2, 1, -10, 2
Cc1ccn2c(=O)cc(COc3ccc(NC(=O)COc4ccccc4)cc3)nc2c1
→ 0.1, 8, -9, -1, -1, 0.4, /, 0, 0
COC(=O)c1sccc1NC(=O)c1ccc(OC)cc1
→ -0.6, -28, -4, 2, 0, -0.2, -6, -3, 9
COc1ccc(O)c(-c2cc(-c3cccc(Br)c3)n[nH]2)c1
→ 0.7, 0, 9, -20, -8, 1.3, -14, -5, 1
O=C(c1ccco1)N(CCC(c1ccccc1)c1ccco1)Cc1ccco1 (stereo not drawn)
→ 0.7, -26, 12, 5, -8, -0.7, 23, -17, 1
Cc1n[nH]c(C)c1S(=O)(=O)N1CCCC(C(=O)N2CCc3ccccc32)C1 (stereo not drawn)
→ -0.1, 13, 3, 1, 3, 0.0, 8, 0, 5
Clc1cccc(/C=N/Nc2ncnc3ccccc23)c1
→ -0.2, 4, -9, -7, 1, -1.2, -17, 31*, -1
O=C(Nc1nnc(-c2cccs2)o1)C1CC1
→ -2.1, 3, 4, /, -1, -0.4, 14, -2, -1

A different layout for some results above:
COc1ccc(O)c(-c2cc(-c3cccc(Br)c3)n[nH]2)c1
  TRHR agonist: 0.7; D1 antagonist: 0; D2 PAM: 9; RXFP1 antagonist: -20; D1 PAM: -8; D2 agonist: 1.3; D2 antagonist: -14; TRHR enhancer: -5; D1 agonist: 1
O=C(c1ccco1)N(CCC(c1ccccc1)c1ccco1)Cc1ccco1 (stereo not drawn)
  TRHR agonist: 0.7; D1 antagonist: -26; D2 PAM: 12; RXFP1 antagonist: 5; D1 PAM: -8; D2 agonist: -0.7; D2 antagonist: 23; TRHR enhancer: -17; D1 agonist: 1
Cc1n[nH]c(C)c1S(=O)(=O)N1CCCC(C(=O)N2CCc3ccccc32)C1 (stereo not drawn)
  TRHR agonist: -0.1; D1 antagonist: 13; D2 PAM: 3; RXFP1 antagonist: 1; D1 PAM: 3; D2 agonist: 0.0; D2 antagonist: 8; TRHR enhancer: 0; D1 agonist: 5
